# NCI-60 one-dose screen, 48 h, at 10 µM unless noted. Numbers give growth in % (100 = growth as untreated, 0 = no growth, -100 = all killed).
# NCI-H460: NCI-H460 lung cancer; hit rate 6.8% among 82,000
# NCI-H23: NCI-H23 lung cancer; hit rate 4% among 80,000; AID 1794731
# KM12: KM12 colon cancer cells. hit rate 5% among 82,000. AID 1794800
# NCI-H522: NCI-H522 lung cancer. hit rate 8% among 78,000. AID 1794739
# NCI/ADR-RES: NCI/ADR-RES ovarian cells; hit rate 4.4% among 81,000
# IGROV1: IGROV1 ovarian cancer. hit rate 4.7% among 79,000
# NCI-H322M: NCI-H322M lung cancer; hit rate 2.7% among 80,000; AID 1794733
# COLO 205: COLO 205 colon cancer. AID 1794742. hit rate 7.3% among 79,000
# NCI-H226: NCI-H226 lung cancer | hit rate 3.5% among 79,000
# Numbers without * were called inactive; . = not tested or not shown; & = joins results of further samples. Rule for the calls: active = growth percent below 10; inactive = the rest. Hits appear at their usual frequency; overall some 12% were active at least once.
SMILES,NCI-H460,NCI-H23,KM12,NCI-H522,NCI/ADR-RES,IGROV1,NCI-H322M,COLO 205,NCI-H226
NCCN1CCN(c2nccc(-c3ccc(Cl)cc3)n2)CC1,79,87,92,110,88,71,70,66,78
CC(=O)NC(C)=O,123,130,106,111,128,88,100,115,112
O=C(CCCCC(=O)N/N=C/c1ccc2c(c1)CCC2)N/N=C/c1ccc2c(c1)CCC2,105,100,99,91,102,118,.,94,82
O=C(N/N=C/c1ccc(Cl)cc1)c1cc(-c2nc3ccccc3[nH]2)nc2ccccc12,103,101,103,94,101,103,102,104,101
COc1ccc(S(=O)(=O)n2cc(C=O)c3ccccc32)cc1OC,105,89,103,99,85,97,97,111,90
CCc1ccc(OC(=O)CCl)cc1,106,97,95,102,103,108,102,111,97
CCOC(=O)CC(NC(=O)c1cccc(NCc2ccc(C(=N)N)cc2)c1)c1ccccc1 (stereo not drawn),109,100,108,91,100,94,103,109,95
NS(=O)(=O)c1ccc(Nc2nc(Nc3ccccc3)nc(-n3nc(-c4ccccc4)cc3-c3ccccc3)n2)cc1,5.8*,.,9.2*,59,45,26,57,9.9*,41
O=C1c2ccccc2C(c2ccccc2)C1c1ccccc1 (stereo not drawn),96,91,95,86,95,91,92,101,101
S=C(c1cccs1)N1CCN(c2ccc(Cl)cc2)CC1,107,89,106,87,95,93,104,113,95
C(#CCN1CCCC1)CCCN1CCCC1,115,103,103,114,103,101,101,98,116
O=C1c2[nH]c3ccccc3c2CC1N1C(=O)c2ccccc2C1=O (stereo not drawn),108,103,90,115,104,114,101,113,114
CCCCCc1ccc(S(=O)(=O)Nc2cccc(-c3csc(NC(=O)CNCCN(C)C)n3)c2)cc1,52,95,90,91,73,88,90,75,87
CC(O)c1ncc(/C=C2\SC(=S)N(Cc3ccccc3)C2=O)s1 (stereo not drawn),104,103,81,5.3*,100,100,100,96,97
C=C(C)[C@@H]1CC[C@]2(CO)CC[C@]3(C)[C@H](CC[C@@H]4[C@@](C)(CCCN)[C@H](C(=C)C)CC[C@]43C)[C@@H]12,-94*,-70*,-80*,-49*,-80*,-96*,-54*,-58*,13
COc1cccc(/C=N/NC(=O)CSc2nc3ccccc3c(=O)n2CCc2ccc(S(N)(=O)=O)cc2)c1,81,73,77,65,95,102,107,110,90
NCCCCCCCCCCN,104,98,107,91,102,98,109,100,.
COC(=O)c1c(Cl)c(Cl)c(Cl)c(Cl)c1C(=O)OC,101,103,114,109,111,105,100,113,106
O=C1C(O)=C(O)C(=O)C(O)=C1O,114&105&120,90&105&103,106&104&113,96&100&107,101&107&104,105&105,112&109&97,108&122&105,109&105&110
Clc1ccc(N/N=C/c2ccccn2)nc1,3.1*,6.5*,25,38,-1.3*,11,24,14,-12*
O=C(O)c1ccccc1C(=O)c1cccc2c(F)cccc12,115,102,111,103,104,113,108,102,97
N#CCC(=O)NNc1nc2ccccc2nc1Cl,105,93,100,91,105,97,95,110,90
COc1ccccc1Nc1nc(SC)nc(-c2cccc([N+](=O)[O-])c2)c1C#N,96,93,100,84,94,91,97,110,95
COC1=C(OC)C(=O)C=CC1=O,118,111,104,64,109,96,101,100,107
COC(CC(F)F)c1ccc(-c2ccccc2)cc1 (stereo not drawn),103,98,102,96,105,88,98,119,100
CC(=O)CC(C)=NCCN=C(C)CC(C)=O,109,104,107,96,111,129,115,112,95
O=C1Nc2ccccc2/C1=C\C(=O)c1ccc(NS(=O)(=O)c2ccccc2)cc1,100,88,98,82,98,82,92,120,99
C=C(CNCCO)[C@@H]1CC[C@]2(CO)CC[C@]3(C)[C@H](CC[C@@H]4[C@@]5(C)CCC(NCCO)C(C)(C)[C@@H]5CC[C@]43C)[C@@H]12 (stereo partly drawn),50,95,63,67,95,80,89,63,96
CN1C(=O)/C(=C2/C(=O)N(C)c3ccccc32)S/C1=N\Nc1ccccc1,94,91,92,99,84,62,84,108,81
N#C/C(=C\c1cccs1)C(=O)Nc1ncc(Cc2ccc(Cl)cc2Cl)s1,98,98,93,87,89,102,98,112,84

# Full records, quoted from the list. Values in the order: NCI-H460, NCI-H23, KM12, NCI-H522, NCI/ADR-RES, IGROV1, NCI-H322M, COLO 205, NCI-H226
# `O=C(O)c1ccccc1C(=O)c1cccc2c(F)cccc12` is listed with 115, 102, 111, 103, 104, 113, 108, 102, 97
# `CC(O)c1ncc(/C=C2\SC(=S)N(Cc3ccccc3)C2=O)s1` (stereo not drawn) is listed with 104, 103, 81, 5.3*, 100, 100, 100, 96, 97
# `CCCCCc1ccc(S(=O)(=O)Nc2cccc(-c3csc(NC(=O)CNCCN(C)C)n3)c2)cc1` is listed with 52, 95, 90, 91, 73, 88, 90, 75, 87
# `S=C(c1cccs1)N1CCN(c2ccc(Cl)cc2)CC1` is listed with 107, 89, 106, 87, 95, 93, 104, 113, 95
# `C(#CCN1CCCC1)CCCN1CCCC1` is listed with 115, 103, 103, 114, 103, 101, 101, 98, 116

# Taken from above.
# `COc1ccccc1Nc1nc(SC)nc(-c2cccc([N+](=O)[O-])c2)c1C#N` in IGROV1 shows 91
# `N#CCC(=O)NNc1nc2ccccc2nc1Cl` in NCI-H23 shows 93
# `C=C(CNCCO)[C@@H]1CC[C@]2(CO)CC[C@]3(C)[C@H](CC[C@@H]4[C@@]5(C)CCC(NCCO)C(C)(C)[C@@H]5CC[C@]43C)[C@@H]12` (stereo partly drawn) in NCI-H322M shows 89
# `O=C1C(O)=C(O)C(=O)C(O)=C1O` in IGROV1 shows 105&105
# `O=C1Nc2ccccc2/C1=C\C(=O)c1ccc(NS(=O)(=O)c2ccccc2)cc1` in NCI-H460 shows 100

# (list continues)
SMILES,NCI-H460,NCI-H23,KM12,NCI-H522,NCI/ADR-RES,IGROV1,NCI-H322M,COLO 205,NCI-H226
C=C(C)[C@@H]1CC[C@]2(C)[C@H](CC=C3[C@@H]4CC(C)(C)CC[C@]4(C(=O)N4CCOCC4)CC[C@]32C)[C@@]1(C)CCC#N,88,80,77,41,91,87,92,68,70
CC(C)(C)c1ccc(C(=O)O)cc1,98,108,94,98,113,118,105,104,91
COc1ccc(-c2cn3c(C(=O)Nc4ccccc4Cl)c(-c4ccccc4)c4c3n2CCCC4)cc1,75,87,83,77,82,.,102,77,.
O=C(CSc1nnc(-c2cc(-c3ccccc3)nc3ccccc23)n1-c1ccccc1)Nc1ccc(Cl)cc1,102,98,105,94,91,97,106,111,87
O=C(O)CCC(=O)c1ccc(Cl)c(Cl)c1,104,97,102,95,.,98,111,116,96
Cc1nc2sc(C(=O)N3CCN(c4ccccc4)CC3)c(N)c2c(C)c1Br,104,100,99,107,105,95,96,100,85
OCc1[nH]nc(-c2ccccc2)c1[C@@H](NCc1ccccc1)c1ccccc1,107,99,104,95,96,94,98,105,96
COc1c(F)ccc(C(=O)Nc2ccc3nc(NC(=O)C4CCCN(S(=O)(=O)c5ccc(Br)s5)C4)sc3c2)c1F (stereo not drawn),87,83,75,74,85,82,98,101,75
CC(=O)Nc1ccccc1-c1n[nH]c(=O)[nH]c1=O,104,102,105,.,102,104,105,115,.
CN=C1CCCCN1,103,89,108,86,143,91,86,142,98
CC12CC[C@@H]3[C@]4(C)COC(c5cn[nH]c5-c5ccccc5)O[C@@H]4CC[C@@]3(C)[C@@H]1CC(C1=CCOC1=O)O2 (stereo partly drawn),103,96,99,90,100,104,96,102,104
CN(C)S(=O)(=O)c1ccc(Cl)cc1,106,110,102,89,103,106,102,118,102
COc1cc2oc(-c3cccc(NC(=O)Nc4ccc(F)cc4)c3)cc(=O)c2c(OC)c1OC,60,81,91,79,78,91,85,99,77
O=C(N(c1ccccc1)c1ccccc1)n1cc(I)c2nc(Cl)nc(Cl)c21,44,73,44,3.4*,42,62,93,79,72
O=C(Nc1ccccc1Cl)C1=NCC(=O)N(c2ccccc2)N1,108,91,100,93,98,100,99,122,96
COc1cc(CNc2cnc(Nc3ccc(N4CCOCC4)cc3)nc2Oc2ccc(C)cc2OC)cc(OC)c1,87,88,87,51,84,82,85,73,83
O=C(Nc1cccc(Cn2c(=O)[nH]c3ccc(Oc4ncccn4)cc3c2=O)c1)c1ccc(Cl)cc1,.,47,15,51,71,67,62,.,35
COc1ccc(-c2cnc3[nH]c(-c4cc(OC)ccc4OC)c(C#N)c(=O)n23)cc1,99,90,99,94,100,93,96,113,97
Cc1cc2nc(/C=C/c3nc4cc(C)c(C)cc4[nH]3)[nH]c2cc1C,103,91,98,87,93,67,90,94,88
COc1cc(NC(=O)CCSc2nc3ccc(C)cc3c(=O)n2-c2ccccc2)cc(OC)c1OC,96,97,95,20,74,98,81,115,.
COC(=O)[C@]1(C)CCC[C@]2(C)[C@H]3C[C@H]4C(C(C)C)=C[C@]3(CC[C@H]21)[C@@H]1C(=O)N(OCCC#N)C(=O)[C@@H]14,105,92,90,89,96,98,103,97,109
COc1ccc(/C=C2\SC(=O)NC2=NCCCO)cc1OC,101,89,104,98,103,103,105,99,89
Cc1ccc(-n2cc(C(=O)c3cc4c(ccc5ccccc54)oc3=O)c(C(=O)c3cc4ccccc4o3)n2)cc1,78,90,102,85,98,98,95,106,93
COc1ccc(CCN2COc3c([C@@H](C)CCC=C(C)C)ccc(C)c3C2)cc1OC,34,39,52,65,45,68,88,-93*,82
O=C(O)CNC1=NCCN1,98,103,103,95,101,112,110,101,92
CCCSSSCCC,107,101,105,89,104,101,96,109,98
N=c1c(S(=O)(=O)c2ccccc2)cc2c(=O)n3ccccc3nc2n1CCN1CCOCC1,108,98,114,90,100,105,100,113,108
CC1CCCc2c1cc(C(=O)CBr)c1ccccc21 (stereo not drawn),112,93,96,83,91,108,109,104,101
Cn1ncc2ncc(-c3ccc4ncc(C#N)c(N5CCc6cc(F)c(Cl)cc65)c4c3)cc21,38,47,53,20,39,-9.7*,39,51,25
COc1ccc(NC(=O)c2cccc(C3CCc4c(cc(OC)c(OC)c4OC)O3)c2)cc1 (stereo not drawn),18,52,18,22,8.7*,38,54,41,48
O=C1NC(=O)/C(=C/N2N=C(c3ccc(Cl)cc3)CC2c2ccc(F)cc2)S1 (stereo not drawn),95,103,97,88,101,81,94,.,95
CC(=O)Nc1cc2cc(N=CN(C)C)ccc2oc1=O,105,112,116,92,118,104,105,107,98
COc1ccc2oc(=O)cc(-c3cc(-c4cc5ccccc5oc4=O)nc(N)c3C#N)c2c1,104,95,100,91,90,96,100,106,88
O=C(/C=C1\C(=O)N(Cc2ccccc2)c2ccccc21)c1cc2ccccc2oc1=O,103,89,91,35,91,67,94,29,74
Clc1ccc(CNc2ccc3nc(CCC4CCCCC4)[nH]c3c2)cc1,61,66,51,55,55,46,88,-63*,71
COc1ccc(-c2nc3ccccn3c2-c2nc3ccc(C)cc3[nH]2)cc1,93,111,100,94,106,102,122,109,96
CC(C)(C)OC(=O)NCC(=O)NCC(=O)NCC(=O)OCc1ccccc1,102,101,105,95,105,99,102,104,101
CC(=O)Nc1ccc(/C=C/C(=O)O)cc1,100,101,112,98,106,96,105,114,108
COc1cc(C2Nc3n[nH]c(-c4ccccc4)c3C(=O)CS2)cc(OC)c1OC (stereo not drawn),112,99,105,92,100,118,107,120,104
Cc1cc(O)c(C(C)(C)C)cc1Sc1cc(C(C)(C)C)c(O)cc1C,42,45,47,48,31,39,82,91,84
CC(N)C(=O)NC(CC(=O)O)C(=O)O (stereo not drawn),111,99,105,86,100,103,90,109,95
Cc1nc2ccc(Cl)cn2c1[N+](=O)[O-],107,97,95,104,.,104,106,106,92
COc1ccc2ccc3c(OC)ccc(CC[N+](C)(C)C)c3c2c1OC,111,97,102,71,105,95,109,108,117
COc1ccccc1/C=C/C(=O)/C=C/c1ccccc1O,-58*,-11*,-94*,30,-19*,5.2*,25,-49*,.
COc1cccc(/C=N/N(C)C)c1O,101,104,106,93,110,107,102,116,90
CCCN(CCC)c1ccc(/C=C/c2ccc3cc(OCC)ccc3n2)cc1,95,84,128,77,93,100,105,112,.
COc1ccc(-c2nc(NN)nc(N3CCOCC3)c2C#N)cc1,109,104,103,91,103,88,104,107,89
Cc1c(C(=O)/C=C/c2ccc(N(C)C)cc2)nnn1-c1ccc(Br)cc1,100,96,101,90,94,103,97,109,92
OC(CN1CCOCC1)c1ccc(Cl)cc1 (stereo not drawn),119,95,96,88,100,108,109,106,101
CC1(C(C)(O)c2ccc(F)cc2)CC1 (stereo not drawn),110,102,106,113,104,.,101,115,101
COc1ccc(/C(C)=C(\c2ccc(Cl)cc2)c2ccc(OCCN3CCCCCC3)cc2)cc1,32,51,31,52,83,67,80,17,61
COc1cc(/C=C/c2cc(/C=C/c3ccc(O)c(OC)c3)n(C(=O)Nc3ccccc3Cl)n2)ccc1O,7.4*,-26*,0.1*,-19*,21,-6.6*,.,-73*,-3.7*
CCCNc1nc(SC)nc(-c2cccc([N+](=O)[O-])c2)c1C#N,64,94,99,93,91,82,80,103,87
CCCCCCCCCCCCCCCC[N+]1(CC2CO2)CCOCC1 (stereo not drawn),106,89,98,98,101,102,101,102,95
Cn1cc(-c2nnc(N)nc2-c2c[nH]c3ccc(Br)cc23)c2cc(Br)ccc21,107,98,99,86,110,107,104,116,112
O=S(=O)(O)c1cccc(/C(=N\Nc2ccccn2)c2ccccn2)c1,107,98,109,92,98,98,94,112,96

# Given with values under each structure: two of the compounds above.
# Values run as follows: NCI-H460 | NCI-H23 | KM12 | NCI-H522 | NCI/ADR-RES | IGROV1 | NCI-H322M | COLO 205 | NCI-H226
O=S(=O)(O)c1cccc(/C(=N\Nc2ccccn2)c2ccccn2)c1
  107 | 98 | 109 | 92 | 98 | 98 | 94 | 112 | 96
Cc1c(C(=O)/C=C/c2ccc(N(C)C)cc2)nnn1-c1ccc(Br)cc1
  100 | 96 | 101 | 90 | 94 | 103 | 97 | 109 | 92

# Source: PubChem (NCI)
